esBAF inh – inhibitors of esBAF chromatin remodeling in mouse ES cells; Bmi1-luciferase knock-in reporter, 24 h; 100% = twice the neutral-well signal; reporter increase, % at 12.5 µM; 2% of 350,000 active; AID 602393; in the data active = activation above about 40%;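 note: 0% = median of the plate's neutral control wells and 100% = double that signal; a rise in the Bmi1 reporter signal indicates esBAF inhibition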
C2C12 statin – suppressors of simvastatin-induced myotoxicity in C2C12 myotubes; ATP luminescence, 48 h; scaled: DMSO 0, geranylgeraniol control 100; rescue of ATP level, % at 7.49 µM; 0.78% of 330,000 active; AID 602340;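 active = mean ATP rescue above about 67%, or every replicate alone reaching that limit, limit read from the data, passing the limit was not always enough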;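 note: myotubes were challenged with 10 µM simvastatin during compound exposure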
Cneo AK release – causes C. neoformans cell lysis. adenylate kinase release luminescence, 4 h; normalised: neutral wells 0, clomiphene wells 100. lysis activity, % at 15 µM. 0.2% of 360,000 active. AID 651654;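 active = mean lysis activity across replicates of at least 80%, whatever share of replicates individually reach that level; inactive = mean lysis activity below 80%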
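Assay system: log-phase C. neoformans yeast / Quantity: yeast cell density of 5 × 10^6 cells/mL / Medium: fresh YPD growth medium / Compound: single dose / Timing: static 4 h at 37 °C with compound, 1 h detection / Measured by: adenylate kinase release luminescence / Read-out: lysis from increased AK signal / Benchmarks: Clomiphene as positive lysis control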
miR-122 sensor – blocks miR-122 activity in Huh7 sensor cells; activation (reporter increase), % at 12.5 µM; 0.3% of 340,000 active; Huh7 miR-122 Renilla luciferase sensor, 48 h; neutral wells = 0, positive control = 100;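 active = mean replicate activation score at least 90 and every replicate individually at or above 90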;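 note: higher luciferase means less miR-122 activity so hits act as miR-122 inhibitors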
ARNT TACC3 PPI – disrupts binding between human ARNT and TACC3 | 0.66% of 390,000 active | AlphaScreen His-ARNT PAS-B/GST-TACC3 binding, luminescence; TACC3 fragment carries E629A point mutation | AID 623870 | inhibition, % at 9.99 µM | Q9Y6A5;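 active = mean inhibition of replicates at least 50% and at least half of replicates each reaching 50%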;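 note: 0% = complete ARNT plus TACC3 wells and 100% = ARNT alone without TACC3; many hits fall short of the cut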
SIRT5 block – blocks human SIRT5 desuccinylation of peptide. Q9NXA8. Purified SirT5, succinyl-peptide AMC, trypsin-coupled fluorescence. inhibition, % at 15 µM. 1.1% of 330,000 active. AID 652115; in the data active = inhibition above about 15%
Target sequence (Q9NXA8 whole entry, looked up): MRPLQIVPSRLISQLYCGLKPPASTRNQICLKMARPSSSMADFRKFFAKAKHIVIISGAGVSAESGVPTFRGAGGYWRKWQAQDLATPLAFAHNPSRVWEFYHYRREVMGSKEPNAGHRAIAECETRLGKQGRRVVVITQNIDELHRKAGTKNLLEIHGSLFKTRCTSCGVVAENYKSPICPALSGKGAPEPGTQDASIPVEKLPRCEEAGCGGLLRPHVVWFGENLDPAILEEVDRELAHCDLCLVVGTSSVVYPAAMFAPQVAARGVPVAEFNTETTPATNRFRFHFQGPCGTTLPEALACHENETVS
ERp5 inh – ERp5 (human) disulfide isomerase inhibition; ERp5 insulin aggregation, absorbance 650 nm, 90 min; 0.05% of 350,000 active; Q15084; inhibition, % at 9.99 µM;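 active = mean replicate inhibition above about 25%, with every replicate also reaching it, limit read from the data, passing the limit was not always enough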
Target sequence (Q15084 whole entry, looked up): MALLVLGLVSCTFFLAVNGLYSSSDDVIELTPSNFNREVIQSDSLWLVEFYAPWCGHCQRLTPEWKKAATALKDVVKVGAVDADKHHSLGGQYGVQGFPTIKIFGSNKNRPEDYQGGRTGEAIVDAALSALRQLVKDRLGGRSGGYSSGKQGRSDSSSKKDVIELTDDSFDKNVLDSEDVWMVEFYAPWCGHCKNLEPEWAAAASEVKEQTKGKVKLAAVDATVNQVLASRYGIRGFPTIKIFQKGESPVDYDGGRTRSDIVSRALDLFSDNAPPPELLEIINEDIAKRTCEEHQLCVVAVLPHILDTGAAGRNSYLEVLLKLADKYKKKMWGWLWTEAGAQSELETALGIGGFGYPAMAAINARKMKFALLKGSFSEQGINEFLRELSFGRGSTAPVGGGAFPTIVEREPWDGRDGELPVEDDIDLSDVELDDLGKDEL
Starred values were filed as active, the others as inactive; nt = no result given; & = joins results of further samples; [ ] = dose if it differs, or a comment.

SMILES	esBAF inh	C2C12 statin	Cneo AK release	miR-122 sensor	ARNT TACC3 PPI	SIRT5 block	ERp5 inh
CSc1ccccc1NC(=O)Cn1nc([N+](=O)[O-])cc1C	nt	nt	nt	nt	0	0	-4
CN1CCN(CC(=O)n2c3c(c4ccccc42)CCCC3)CC1	-7	0	nt	2	11	nt	nt
COC(=O)[C@H]1[C@H](CO)[C@H]2Cn3c(ccc(-c4ccccc4)c3=O)[C@H]2N1CC1CCCCC1	0	37	1	-3[16.7 µM]	-4	1	-7
CC(C)c1nnc(NC(=O)c2cc3cc(Br)ccc3oc2=O)s1	2	2	6	0	20	-1	3
O=C(NCCCn1ccnc1)c1cccnc1	-7	-8	-7	58	41	nt	nt
O=C(CCNC(=O)c1ccco1)Nc1ccccc1	-4	-2	3	1	8	-1	-4
O=c1c(O)cccc2cc(O)c(O)c(O)c12	0	-1	-2	-12	25	33*	4
Cc1cc(NC(=O)c2ccc(Cl)cc2)n(CCOC(=O)c2ccc(Cl)cc2)n1	nt	nt	4	42	1	nt	nt
C[C@@H]1CN([C@@H](C)CO)C(=O)c2cc(C#Cc3ccncc3)cnc2O[C@@H]1CN(C)S(=O)(=O)c1ccccc1F	-5	7	1	-10[16.7 µM]	3	-1	nt
Cc1ccccc1OCC(=O)NNC(=O)Cn1[nH]c(=O)c2ccccc2c1=O	-11	-4	0	10	-6	-3	-1
CCCCNC(=O)c1ccccc1C(=O)NC1(C(=O)NCCCC)CCCC1	-11	2	-2	-5	-7	1	-12
O=C(CN1CCOCC1)N[C@@H]1CC[C@@H](CCNC(=O)C2CCC2)O[C@H]1CO	0	3	10	2[16.7 µM]	2	0	-3
CN(C)C(=O)c1ccc(-c2ccc([C@@H]3[C@@H](CO)N4CCCCN(C(=O)C5CC5)C[C@H]34)cc2)cc1	-3	5	-1	7[16.7 µM]	-1	6	1
CCOc1ccc(Br)cc1S(=O)(=O)Nc1cccnc1	-3	-2	14	25	-2	0	-1
O=C1OC(Sc2ccccc2)(c2ccccc2)c2ccccc21 (stereo not drawn)	-10	0	1	7	-6	-5	0
CCOC(=O)C1(C)/C(=N/Nc2cccc(Cl)c2)C(=O)C(=O)N1c1ccccc1 (stereo not drawn)	-3	7	nt	1	3	nt	nt
COCC1CCN(Cc2cn[nH]c2-c2ccc(OC)c(F)c2)C1 (stereo not drawn)	3	14	0	-2	-1	-2	4
C[C@H](CO)N1C[C@H](C)[C@H](CN(C)C(=O)NC2CCCCC2)Oc2ccc(N(C)C)cc2C1=O	2	-12	3	-3[16.7 µM]	3	-3	1
CCOc1ccc(NC(=O)CCC(=O)NNC(=O)c2ccccc2Cl)cc1	nt	nt	-2	nt	-3	1	17
CCN1CCN(c2ncc(C(=O)N3CCCc4ccccc43)c3ccccc23)CC1	-12	-76	2	1	4	nt	nt
CCN(CC)C(=O)Cn1cc(C(=O)C(=O)N2CCN(c3ccc([N+](=O)[O-])cc3)CC2)c2ccccc21	-12	-10	1	-2	-1	4	9
Cc1ccccc1C(=O)NC(=S)NCc1ccccc1	5	7	5	1	12	0	4
O=C(CN1CCN(c2ccccc2F)CC1)NCc1ccc(Cl)cc1	2	3	4	nt	-1	-2	-1
Cc1ccc(S(=O)(=O)N(C)C[C@@H]2Oc3cc(Br)ccc3S(=O)(=O)N([C@@H](C)CO)C[C@H]2C)cc1	-2	-4	5	-6[16.7 µM]	14	7	1

Single records, from the list above. Order of screens: esBAF inh	C2C12 statin	Cneo AK release	miR-122 sensor	ARNT TACC3 PPI	SIRT5 block	ERp5 inh
C[C@H](CO)N1C[C@H](C)[C@H](CN(C)C(=O)NC2CCCCC2)Oc2ccc(N(C)C)cc2C1=O as listed: 2	-12	3	-3[16.7 µM]	3	-3	1
CC(C)c1nnc(NC(=O)c2cc3cc(Br)ccc3oc2=O)s1 as listed: 2	2	6	0	20	-1	3
CCN1CCN(c2ncc(C(=O)N3CCCc4ccccc43)c3ccccc23)CC1 as listed: -12	-76	2	1	4	nt	nt
O=C(CN1CCN(c2ccccc2F)CC1)NCc1ccc(Cl)cc1 as listed: 2	3	4	nt	-1	-2	-1

Other structures follow.
SMILES	esBAF inh	C2C12 statin	Cneo AK release	miR-122 sensor	ARNT TACC3 PPI	SIRT5 block	ERp5 inh
CC(=O)N1[C@H](CO)[C@@H]2c3ccccc3N(S(=O)(=O)c3ccccc3C)C[C@@H]21	-1	-5	-3	-17[16.7 µM]	9	2	2
CCCCSc1cc(=O)n(-c2ccccc2)nc1C(=O)OCC	-4	15	-2	-11	-5	nt	nt
CC(=O)Nc1sc(-c2ccc(Cl)cc2)nc1-c1ccccc1	-1	-7	nt	-6	nt	-3	3
COc1ccc(/C=C\c2cc(OC)c(OC)cc2CC[N+](C)(C)C)cc1OC	-3	nt	-2&-4	nt	-5&-11	2	4
CCOc1ccc(-n2c(SCC(N)=O)nnc2-c2cccnc2)cc1	nt	nt	nt	nt	-8	-1	2
CN(C(=O)COC(=O)COc1ccccc1F)C1CCS(=O)(=O)C1 (stereo not drawn)	3	-11	0	-7	1	nt	nt
COc1ccc(NC(=O)Nc2ccc3c(c2)CC(=O)N([C@@H](C)CO)C[C@H](C)[C@@H](CN(C)C(=O)Nc2ccc(F)cc2)O3)cc1	-4	30	-1	6[16.7 µM]	nt	2	-2
C[C@@H](NC(=O)C[C@@H]1CC[C@H](NC(=O)Cc2ccccn2)[C@@H](CO)O1)c1ccccc1	1	-22	-1	-11[16.7 µM]	-37	3	-2
CC(=O)Nc1ccc(NC(=O)C(C)OC(=O)CNS(=O)(=O)c2cccc(Cl)c2)cc1 (stereo not drawn)	-8	11	4	-2	3	-6	-1
CCOc1ncccc1C(=O)NCc1ccccc1F	nt	nt	-2	nt	-2	-1	-4
C[C@@H]1CCCCO[C@@H](CN(C)C(=O)CCC(F)(F)F)[C@@H](C)CN([C@@H](C)CO)C(=O)c2cc(NC(=O)Nc3ccc4c(c3)OCO4)ccc2O1	8	34	2	9[16.7 µM]	-7	0	4
CN(C)c1ccc(CN2CCC(C(=O)NC(c3ccc(F)cc3)c3ccc4ccccc4n3)CC2)cc1 (stereo not drawn)	5	-78	9	7	nt	nt	-1
Cc1cccc(N2CC(C(=O)Nc3ccc(S(=O)(=O)N4CCOCC4)cc3)CC2=O)c1C (stereo not drawn)	-6	-4	2	nt	7	-1	-3
CC(O)c1nc2ccccc2n1CCOc1ccccc1 (stereo not drawn)	9	12	5	-1	nt	nt	nt
CN(c1ncc(C(F)(F)F)cc1Cl)N1C(=O)C2ONC3(C(=O)CC(C)(C)CC3=O)C2C1=O (stereo not drawn)	nt	nt	nt	nt	-39	6	-2
Cc1ccccc1C(=O)Nc1c(C)[nH]c(=O)[nH]c1=O	-7	8	-1	nt	27	-1	8
NC(=O)C1CCN(C2=C(NS(=O)(=O)c3ccccc3)C(=O)c3ccccc3C2=O)CC1	-5	8	nt	-5	14	-15	2
CN1CCN(C(=O)c2ccc(-n3cccc3)cc2)CC1	-8	1	0	-4	-23	nt	nt
O=C(Nc1cccc(F)c1)Nc1ccnn1C1CCN(C(=O)CCN2CCCO2)CC1	nt	nt	-1	3	1	1	-9
C=CCOc1cccc(/C=N/NC(=O)C(OC)c2ccccc2)c1 (stereo not drawn)	-1	4	1	11	-5	-1	5
CCN(CC)S(=O)(=O)c1cccc(C(=O)NNC(=O)c2ccc3[nH]c(=O)c(=O)[nH]c3c2)c1	-7	-3	-1	-5	-1	1	-8
O=C1CCCC/C=C\C[C@H](CC(=O)N(CCO)Cc2ccccc2)C(=O)N[C@@H](c2ccccc2)CO1	-11	1	-2	1	-2	nt	4
CC(=O)NCCn1c(SCc2cc(=O)n3cc(Cl)ccc3n2)nc2ccccc2c1=O	-11	75*	1	-4	1	-5	1
C[C@H]1CN([C@@H](C)CO)C(=O)c2cccc(NC(=O)Nc3ccc(C(F)(F)F)cc3)c2O[C@H]1CN(C)S(=O)(=O)c1ccc(Cl)cc1	7	11	0	-4[16.7 µM]	-11	11	-2
Cc1cc(C(=O)CSc2nnc(NCc3ccccc3)s2)c(C)n1C	13	-49	-2	13	0	nt	nt
COC(=O)CSc1nc2ccc(C)cc2[nH]1	-5	-9	0	6	33	nt	nt
CCCN(C)C[C@H]1OCCCC[C@@H](C)Oc2ccc(NC(=O)c3ccncc3)cc2C(=O)N([C@H](C)CO)C[C@@H]1C	-6	11	8	0[16.7 µM]	4	0	0
O=C(O)c1ccc(-c2nc(-c3ccccc3)c(-c3ccccc3)[nH]2)cc1	nt	nt	nt	nt	4	-71	-5
C=C(C)CNC(=S)N=Nc1c(O)[nH]c2ccc([N+](=O)[O-])cc12	nt	nt	nt	nt	9	-2	4
CC1=C(C(=O)N2CCOCC2)CC(CC(=O)NCC2CCCCC2)C(=O)N1Cc1ccc(C(C)(C)C)cc1 (stereo not drawn)	-5	0	-3	3	nt	4	-7
CN(C(=O)c1ccc2c(=O)n3c(nc2c1)CCCCC3)c1ccccc1Cl	8	-18	-1	-12	-3	-6	6
O=C(C[C@H]1CC[C@@H]2NC[C@H](O)COC[C@H]2O1)NCc1ccc(Oc2ccccc2)cc1	-4	4	-1	5[16.7 µM]	9	1	7
CC(C)c1nc(SCC(=O)Nc2ccc(N(C)C)cc2)c2ccccc2n1	nt	nt	nt	24	-3	-7	5
CC(=O)c1ccc(NC(=O)c2ccc(COc3ccccc3[N+](=O)[O-])o2)cc1	-6	8	-1	-11	3	-4	6
N#Cc1ccccc1S(=O)(=O)N1CCN(Cc2c(O)ccc3ccccc23)CC1	-4	-16	-2	3	4	-3	-6
Cc1cc(NC(=O)CSc2nc3c(cc2C#N)CCC3)no1	26	-7	-2	-3	nt	-9	4
CCN(CC)Cc1cc(CCNC(=O)c2ccc(Cl)cc2)ccc1O	14	-8	1	9	-4	nt	nt
O=C(N/C(=C/c1ccc(F)cc1)C(=O)N1CCOCC1)c1ccco1	-7	9	3	-3	nt	nt	-2
CCC1CCCCN1CCCNC(=O)CCC(=O)N1CCOc2ccccc21 (stereo not drawn)	-2	-6	0	3	7	1	3
COc1ccc(-c2cc(-c3ccccc3)nc(NN)n2)cc1OC	5	7	-1	-4	4	-1	3
COc1cc2ccc(NC(C)=O)cc2cc1OC	7	-2	1	-4	nt	-6	2
C[C@H](NC(=O)C[C@@H]1C[C@@H]2c3cc(NC(=O)C4CCOCC4)ccc3O[C@@H]2[C@H](CO)O1)c1ccccc1	0	6	50	-4[16.7 µM]	-2	-2	0
COc1ccc(NC(=O)N(C)C[C@@H]2Oc3c(NC(=O)c4cnccn4)cccc3C(=O)N([C@H](C)CO)C[C@@H]2C)cc1	1	-3	1	5[16.7 µM]	-4	-2	1
N#C[C@H]1[C@H](c2ccc(C3=CCCCC3)cc2)[C@@H](CO)N1C(=O)CN1CCOCC1	-3	9	1	nt	-26	5	-3
C[n+]1ccccc1/C=C/c1ccc([N+](=O)[O-])cc1	-11	15	-1	nt	-2	0	3
COc1cccc(NC(=O)C[C@H]2CC[C@@H]3[C@@H](COc4ccc(NC(=O)c5ccccc5F)cc4C(=O)N3C)O2)c1	-6	-14	1	6[16.7 µM]	-9	-1	0
CCOc1ccc(S(=O)(=O)NC2CCCCC2C)cc1 (stereo not drawn)	-2	7	0	56	-36	-1	-6
CN(C)C(=S)Nc1ccc2c(c1)OCO2	nt	nt	nt	nt	-8	-5	3
C[C@@H]1CN([C@@H](C)CO)C(=O)Cc2cc(NC(=O)Nc3cccc4ccccc34)ccc2O[C@H]1CN(C)Cc1ccc(C(F)(F)F)cc1	3	-4	-1	2[16.7 µM]	-2	-2	-6
CS(=O)(=O)N1[C@@H]2Cn3c(ccc(-c4ccc(F)cc4)c3=O)[C@H]1[C@@H](C(=O)N1CCOCC1)[C@@H]2CO	2	-11	0	nt	-10	-26	-1
COc1ccccc1CNC(=O)C1CCCN(S(C)(=O)=O)C1 (stereo not drawn)	-8	-18	1	nt	1	1	3
CC1(C)C2CCC1(C)C(OCCNCCOC(=O)Nc1ccccc1)C2 (stereo not drawn)	nt	nt	0	-1	-12	6	-2
COc1ccc(C#Cc2cnc3c(c2)C(=O)N([C@H](C)CO)C[C@@H](C)[C@@H](CN(C)C)O3)cc1	1	3	0	-12[16.7 µM]	-7	-2	-2
